EBNA-1 inhibitor: blocks EBNA-1 binding to DNA; inhibition, % at 14.8 µM; 0.34% of 300,000 active; EBNA-1 DNA binding, fluorescence polarization; in the data active = inhibition above about 28%
ZTA counter: blocks Epstein-Barr virus ZTA, an EBNA-1 counter-screen | P03206 | ZTA-DNA binding, fluorescence polarization | inhibition, % at 11 µM | 0.15% of 320,000 active | AID 2234; in the data active = inhibition above about 33%
Target sequence (P03206 whole entry, looked up): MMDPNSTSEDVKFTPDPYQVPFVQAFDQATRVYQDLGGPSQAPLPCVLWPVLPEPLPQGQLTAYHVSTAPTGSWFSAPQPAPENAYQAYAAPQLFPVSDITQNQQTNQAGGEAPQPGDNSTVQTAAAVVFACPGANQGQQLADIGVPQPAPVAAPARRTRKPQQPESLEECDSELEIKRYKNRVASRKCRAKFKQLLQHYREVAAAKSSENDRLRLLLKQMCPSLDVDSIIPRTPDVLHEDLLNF
HCV core dimer: blocks dimerization of HCV core protein; inhibition, % at 5 µM; 0.33% of 300,000 active; TR-FRET GST/Flag-core106 dimerization, 1536-well;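 active = inhibition above the mean of all tested compounds plus 3 SD, set per screening campaign, cut at about 45% in these data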
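Assay system – GST-tagged and Flag-tagged HCV core protein residues 1-106 · Quantity – core106 proteins, GST 13.5 nM and Flag 17 nM · Benchmarks – unlabelled core106 and no-GST-core106 wells · Read-out basis – percent inhibition of core106 dimerization signal · Detection – time-resolved FRET, ex 340 nm, em 617 and 671 nm · Schedule – 4 h at 22.5 °C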
PP5 primary: inhibitors of human protein phosphatase 5 (PP5); P53041; purified PP5c, OMFP substrate fluorescence; inhibition, % at 6.7 µM; 0.18% of 320,000 active; AID 1987;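 active = inhibition above the campaign's mean inhibition across all tested compounds plus 3 SD, cut at about 9.5% in these data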;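 also: 0% = DMSO only and 100% = 100 µM cantharidin control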
Target sequence (P53041 whole entry, looked up): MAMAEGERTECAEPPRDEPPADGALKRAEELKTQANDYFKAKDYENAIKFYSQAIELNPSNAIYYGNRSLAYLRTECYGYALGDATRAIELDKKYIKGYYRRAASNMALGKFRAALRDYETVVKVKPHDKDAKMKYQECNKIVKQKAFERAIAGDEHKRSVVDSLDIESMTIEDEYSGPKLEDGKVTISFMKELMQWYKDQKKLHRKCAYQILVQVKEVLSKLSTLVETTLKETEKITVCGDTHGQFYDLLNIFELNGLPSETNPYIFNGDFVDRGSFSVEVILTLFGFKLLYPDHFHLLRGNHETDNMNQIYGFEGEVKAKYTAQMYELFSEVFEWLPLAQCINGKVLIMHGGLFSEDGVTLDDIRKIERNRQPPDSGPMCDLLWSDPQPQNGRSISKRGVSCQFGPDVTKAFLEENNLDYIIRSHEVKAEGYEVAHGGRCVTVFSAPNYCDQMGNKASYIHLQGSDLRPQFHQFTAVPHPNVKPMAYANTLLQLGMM
Efflux pump mplx: antifungal efflux pump inhibition, Nile Red retention; S. cerevisiae Candida pump triplex; 0.44% of 330,000 active; inhibition, % at 10 µM;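 active = plate passing quality check with inhibition over a set limit, or well fluorescence over plate mean plus 4 SD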;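 also: Nile Red retained in pooled yeast measured as flow cytometry median fluorescence; 0% = buffer negative control and 100% = Enniatin B positive control; higher means more Nile Red kept so more efflux inhibition; some compounds called inactive have numbers as strong as hits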
Fh CTSL1 inh: cathepsin L1 inhibition, PFM18AAP counter-screen; recombinant F. hepatica cathepsin L1, Z-Leu-Arg-MCA fluorescence; inhibition, % at 5.96 µM; 0.49% of 300,000 active;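 active = inhibition above the mean of all tested compounds plus 3 SD, set per screening campaign, cut at about 17% in these data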;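 also: 0% = plate median of test compound wells and 100% = 1 µM Z-Phe-Ala-diazomethylketone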
PP1 inh: blocks human PP1-alpha phosphatase, a PP5 counter-screen. P62136. purified PP1alpha, OMFP fluorescence. inhibition, % at 6.7 µM. 0.9% of 320,000 active. AID 2235;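 active = inhibition above the mean inhibition of all tested compounds plus 3 SD, computed separately for each screening campaign, cut at about 15% in these data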
Target sequence (P62136 whole entry, looked up): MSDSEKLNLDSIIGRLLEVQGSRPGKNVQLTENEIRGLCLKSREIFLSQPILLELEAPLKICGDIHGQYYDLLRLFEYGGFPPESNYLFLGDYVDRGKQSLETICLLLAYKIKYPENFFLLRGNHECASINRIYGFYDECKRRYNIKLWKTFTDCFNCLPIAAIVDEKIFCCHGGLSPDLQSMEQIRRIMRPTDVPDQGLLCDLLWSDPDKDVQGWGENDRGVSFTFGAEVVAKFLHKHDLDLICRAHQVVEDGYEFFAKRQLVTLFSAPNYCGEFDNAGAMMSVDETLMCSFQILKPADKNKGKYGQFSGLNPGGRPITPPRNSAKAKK
PREPL inh: inhibits the human prolyl oligopeptidase-like enzyme; Q4J6C6; recombinant PREPL, fluorescence polarization activity-based probe; inhibition, % at 5.96 µM; 0.68% of 320,000 active; in the data active = inhibition above about 43%;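 also: 0% = enzyme with DMSO and 100% = wells lacking enzyme; many of its hits are not listed in these tables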
TPT1 inhibitor: C. albicans TPT1 enzyme inhibition. recombinant caTPT1, FP RNA substrate dephosphorylation. 0.81% of 300,000 active. inhibition, % at 5 µM. AID 1962;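 active = inhibition above the mean of all tested compounds plus 3 SD, set per screening campaign, cut at about 24% in these data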;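 also: plate controls were DMSO alone for no effect and ferristatin control at 100 nM for full effect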
* = called active by the depositor; x = not tested or not shown.

SMILES	EBNA-1 inhibitor	ZTA counter	HCV core dimer	PP5 primary	Efflux pump mplx	Fh CTSL1 inh	PP1 inh	PREPL inh	TPT1 inhibitor
CCOC(=O)N1N=C(c2ccc(OC)cc2)CC1(O)C(F)(F)F (stereo not drawn)	-3	10	-5	3.0	0.1	-2	4	-1	1
Cc1cc(=O)oc2cc(OCC(=O)Nc3ccc(CN4CCOCC4)cc3)c(Cl)cc12	-11	29	10	-0.7	-0.2	6	-2	1	0
COc1ccc(CNC(=O)C2CCC(=O)N(CC3CCCCC3)C2)cc1 (stereo not drawn)	-7	-18	7	0.1	-0.2	0	-3	7	-2
COC(=O)CSCC(=O)Nc1nnc(-c2ccccc2C)s1	-1	-8	2	0.3	-0.1	0	1	-6	-2
O=C(CSc1ccccc1)NCc1ccccn1	-7	-6	-8	0.1	0.3	-1	-1	-3	-2
Cc1[nH]c2c(C)cccc2c1CCNC(=O)C1CCCCC1C(=O)OCC(F)(F)F (stereo not drawn)	-8	-9	-7	2.1	0.2	1	-2	5	0
Cc1ccc(/C=N/NC(=O)Cn2nnc(N)n2)o1	2	3	-7	-1.0	0.1	7	-5	6	-1
CC(C)(C)[C@H]1C=C(C(=O)NCc2nc3ccccc3[nH]2)O[C@@H](OCCCCO)C1	1	-1	3	0.9	x	-2	-2	0	-2
CC(NC(=O)C1CCN(S(=O)(=O)c2cccs2)CC1)c1cccc(Cl)c1 (stereo not drawn)	x	-5	x	3.3	-0.1	x	0	-2	x
CCN(C(=O)C1CSC2(C)CCC(=O)N12)c1nc2c(C)cccc2s1 (stereo not drawn)	-4	-7	3	0.7	0.0	-9	-8	0	-3
Cc1cc(OCC(=O)Nc2ccncc2)cc(C)c1Cl	-1	-4	-3	2.6	-0.1	-1	6	-9	-4
O=C(Cc1cccc2ccccc12)NNC(=O)c1ccc(Br)o1	1	15	-8	-4.2	-0.1	13	-7	7	-1
O=C(COC(=O)c1cccc(S(=O)(=O)N2CCCCC2)c1)NC1CCCCC1	x	-1	x	1.9	-0.1	x	-5	-7	x
CCc1ccc2[nH]cc(C(=O)OCCOC)c(=O)c2c1	-9	-3	-8	4.1	-0.1	-1	0	-1	-3
O=[N+]([O-])c1ccc2nc(-c3ccccc3)[nH]c2c1	2	4	-4	1.6	0.0	1	-3	4	0
CC1(OC(=O)C2CCCC2)C(=O)C=C2C=C(c3ccsc3)N(Cc3ccc4c(c3)OCO4)C=C2C1=O (stereo not drawn)	-11	-3	31	2.9	0.0	-4	13	30	0
O=C(CSc1nnnn1-c1ccccc1)NCC1(N2CCOCC2)CCCCC1	x	-9	x	0.7	0.1	x	-3	7	x
CC(=O)Oc1cccc(N2C(=O)c3cccc4c([N+](=O)[O-])ccc(c34)C2=O)c1	0	12	-30	-3.6	0.1	-21	-1	0	43*
O=C(NCCCN1CCCC1=O)C1CCN(S(=O)(=O)c2cccc(C(F)(F)F)c2)CC1	1	-5	-4	-0.7	-0.1	0	-2	8	2
COc1ccc(Nc2cc(C)c3ccc(O)cc3n2)cc1	-3	2	-6	1.1	0.1	1	3	14	-2
CCOC(=O)CSc1nnc(CNC(=O)c2ccc([N+](=O)[O-])cc2)n1C	11	16	-2	-1.2	-0.2	0	0	-5	-2
COc1ccccc1N1CCN(C(=O)COc2cccc(C)c2C)CC1	-4	1	2	2.8	0.0	2	-4	14	2
CCn1c(CCNC(=O)c2ccc(Cl)c(Cl)c2)nnc1SCCOc1ccc(OC)cc1	8	-5	0	3.4	-0.1	1	6	32	25*
CCN1CCN(CC(O)COC(C)C)CC1 (stereo not drawn)	8	8	-4	-2.8	-0.1	4	-2	19	1
Cc1ccc(O)c(C(=O)c2cc(C#N)c(=O)n(Cc3ccccc3)c2)c1	-4	2	30	0.5	0.0	-4	-1	-63	14
CC(=O)c1ccc(NC(=O)CC(NCCC2=CCCCC2)C(=O)O)cc1 (stereo not drawn)	10	-6	2	2.8	0.1	2	-1	3	2
Cc1ccc(/C=C/C(=O)CCC(=O)O)cc1	-7	2	-1	2.3	0.1	1	-1	-6	-4
COc1cccc(/C=C/C(=O)OCC(=O)N2c3ccccc3NC(=O)C2(C)C)c1	13	5	-4	-0.8	-0.5	-10	-4	27	-1
O=C(OCC(=O)N1CCCc2ccccc21)c1ccc(Br)o1	-17	-19	3	2.7	0.2	-8	0	0	-3
CC(C)(C)N/N=C/c1c(O)n(-c2ccc(Cl)cn2)c(=O)c2ccccc12	2	8	-2	-1.2	0.4	0	-4	5	0
O=C(Cc1ccccc1)O/N=C1\CCCc2ccccc21	-6	-5	3	1.8	0.1	-23	-4	0	-2
CCOc1ccc(NC(=O)Nc2ccccc2C(N)=O)cc1	8	23	7	1.1	0.0	2	-2	-3	1
CCN(CC(=O)NCc1cccs1)C(=O)/C=C/c1ccc(Cl)c(Cl)c1	-1	-5	-3	-1.0	-0.1	-1	-3	-65	-4
CCn1c(CSc2nnc(-c3ccc4c(c3)OCO4)o2)nc2cc(S(=O)(=O)N(C)C)ccc21	4	-11	0	6.1	0.3	2	3	9	0
O=C(c1ccc(Cl)c(S(=O)(=O)N2CCOCC2)c1)N(c1ccccn1)C1CCCCC1	2	13	4	0.8	0.1	7	-3	11	2
CC(=O)Nc1c(-c2ccc3ccccc3c2)nc2ccccn12	2	-6	-7	1.0	-0.2	-1	-1	5	-1
COc1cc(SC)ccc1C(=O)N(Cc1ccccc1)c1ccccn1	-4	0	5	-1.2	0.0	1	-2	2	-2
N#Cc1ccccc1S(=O)(=O)Nc1ccc2c(c1)OCCO2	6	10	7	-1.2	-0.1	2	1	5	4
COc1ccc(NC(=O)c2n[nH]c(=O)c3ccccc23)cc1S(=O)(=O)N1CCCCC1	2	-19	0	2.4	-0.2	-9	7	-3	-4
Cc1ccc(C)c(S(=O)(=O)N2CCN(C(=O)CSc3ccccc3F)CC2)c1	-1	-2	7	1.5	-0.1	-1	-7	7	-2
O=C(Nc1cccc(O)c1)c1ccccc1[N+](=O)[O-]	-3	14	4	-1.9	0.0	2	0	-4	1
O=C(c1ccc(Cl)cc1)N1CCCC(C(=O)N2CCCCC2)C1 (stereo not drawn)	-11	-8	-16	-0.3	0.0	-5	2	12	-3
C#CCN(C(=O)Nc1ccccc1)c1ccccc1	4	18	5	2.3	-0.1	0	6	3	-1
O=C(NCCCN1CCOCC1)/C(=C/c1cccnc1)NC(=O)c1ccccc1	-2	-3	-3	-0.4	-0.1	1	1	10	0
O=C(O)CCN1C(=O)c2ccc(NC(=O)CSc3ccccc3)cc2C1=O	1	-5	7	0.3	0.2	2	-6	-2	2
O=C(CN1C(=O)CCSc2ccc(S(=O)(=O)N3CCOCC3)cc21)Nc1cccc(F)c1	-2	4	10	1.7	0.1	-3	1	-5	2
COC(=O)c1nn(-c2ccccc2)c(Cl)c1/C=N/O	-12	-1	-2	-2.5	0.0	-1	0	8	-5
COC(=O)C(CC(C)C)NC(=O)/C=C/c1ccc(Cl)cc1 (stereo not drawn)	6	2	-3	1.4	0.0	0	3	-3	-2
O=[N+]([O-])c1cccc(-c2nnc3cccc(Cl)n23)c1	0	2	-2	0.8	0.0	0	-3	6	3
CCC(C)(C)C1CCC2(CC1)NC(=O)N(CC(=O)N1CCN(S(=O)(=O)c3cc(C)ccc3C)CC1)C2=O (stereo not drawn)	-5	0	6	0.9	-0.1	-3	-1	8	-1
CCCCC(=O)Nc1ncc2c(n1)CC(C)(C)CC2=O	10	-8	-6	1.7	0.1	4	-1	7	0
Cc1ccnc(-n2c(C)cc(/C=N/NC(=O)COc3cccc4cccnc34)c2C)c1	9	8	3	-0.6	0.0	2	-2	9	-2
S=C(NC1CCCCC1)NC1CC2CCC(C1)N2Cc1ccccc1 (stereo not drawn)	-14	-21	-6	2.8	0.1	-3	-2	-9	-2
COCCn1c(SC(C)C(=O)NC2CCCCC2C)nc2ccccc2c1=O (stereo not drawn)	0	14	-16	1.0	0.1	0	-3	15	4
CC1CCc2nc(NC(=O)CSc3nc4ccccc4o3)sc2C1 (stereo not drawn)	5	8	10	2.3	0.0	-2	2	-13	-2
O=C(NCc1ccco1)c1cccc(S(=O)(=O)N2CCCCC2)c1	3	0	9	1.3	-0.1	0	3	-7	-2
CCOC(=O)NN1C(=O)c2ccccc2NC1c1ccccc1F (stereo not drawn)	-6	-14	-5	4.1	-0.1	1	-1	-4	-2
CCNc1nc(N)nc(Oc2ccc(OCCOc3ccccc3)nn2)n1	-3	-11	1	0.7	-0.1	2	-4	14	-2
S=C(NCc1ccc2c(c1)OCO2)NCc1ccco1	1	1	5	-1.0	-0.1	-4	-3	3	-3
CCn1c(=O)c2ccccc2n(Cc2cccc(C)c2)c1=O	0	8	10	-0.7	-0.1	-4	-2	-14	-2
Other compounds follow:
SMILES	EBNA-1 inhibitor	ZTA counter	HCV core dimer	PP5 primary	Efflux pump mplx	Fh CTSL1 inh	PP1 inh	PREPL inh	TPT1 inhibitor
CC(C)N(O)C(=O)NC(C)(C)C	-3	-23	-4	2.5	-0.2	1	-2	-10	-1
O=c1cc(CN2CCN(c3cccc(C(F)(F)F)c3)CC2)nc2sccn12	3	16	9	2.1	0.0	8	-2	4	-1
O=C(c1cccs1)N1CCN(c2nc3c(F)cc(F)cc3s2)CC1	13	28	2	-1.3	-0.1	-1	-6	33	-1
O=C1NC(=S)S/C1=C\c1coc2ccccc2c1=O	-10	7	19	0.1	0.1	-2	2	6	15
CN(c1ccccc1)S(=O)(=O)c1cccc(NC(=O)CSc2nnc(N)s2)c1	-5	6	5	3.9	0.8	-3	2	-10	-1
O=C(N/N=C/c1cc(Cl)cc([N+](=O)[O-])c1O)C1CC1	2	-16	-8	0.8	-0.1	0	-1	3	0
NC(=S)N/N=C/c1coc2ccc(O)cc2c1=O	-4	11	0	-3.0	-0.1	2	-1	2	5
O=C(COc1ccc(Cl)cc1Cl)N(c1ccccn1)C1CCCCC1	-2	8	-1	0.4	0.0	1	-1	-1	-3
COC(=O)c1ccccc1NC(=O)C1CCC(=O)N1S(=O)(=O)c1ccc(C)cc1 (stereo not drawn)	-7	0	-2	1.1	0.1	-3	-1	15	2
O=C(NNC(=O)c1ccco1)c1cccc(Br)c1	4	-5	-2	-0.8	0.0	1	-2	2	-3
COc1ccccc1/C=N/OC(=O)c1ccc(C)cc1	5	-1	-1	0.2	0.1	2	0	41	-4
Cc1onc(-c2ccccc2)c1-c1csc(N/N=C/c2ccccc2)n1	-12	-5	7	4.1	0.2	3	-3	-6	4
C=CCNC(=O)NC(=O)COC(=O)/C(C#N)=C/c1ccc(OC)cc1	2	-10	4	-2.5	0.0	-2	-6	-2	1
CCc1nnc(NC(=O)c2ccc(-c3cc(C(F)(F)F)ccc3Cl)o2)s1	-6	-7	1	2.0	0.0	-3	0	4	1
CCOc1ccc(NC(=O)CSc2nnc(-c3ccccc3Cl)n2Cc2ccco2)cc1	3	4	13	2.3	0.0	-1	0	12	-5

Quoted at random: 5 records from the list, in no set order.
SMILES	EBNA-1 inhibitor	ZTA counter	HCV core dimer	PP5 primary	Efflux pump mplx	Fh CTSL1 inh	PP1 inh	PREPL inh	TPT1 inhibitor
O=C(N/N=C/c1cc(Cl)cc([N+](=O)[O-])c1O)C1CC1	2	-16	-8	0.8	-0.1	0	-1	3	0
CN(c1ccccc1)S(=O)(=O)c1cccc(NC(=O)CSc2nnc(N)s2)c1	-5	6	5	3.9	0.8	-3	2	-10	-1
C=CCNC(=O)NC(=O)COC(=O)/C(C#N)=C/c1ccc(OC)cc1	2	-10	4	-2.5	0.0	-2	-6	-2	1
CCOc1ccc(NC(=O)CSc2nnc(-c3ccccc3Cl)n2Cc2ccco2)cc1	3	4	13	2.3	0.0	-1	0	12	-5
NC(=S)N/N=C/c1coc2ccc(O)cc2c1=O	-4	11	0	-3.0	-0.1	2	-1	2	5

Assay outcomes: PubChem BioAssay, several laboratories

An excerpt; the hit share may differ from the screen's.
